CHT allo act = allosterically activates the human high affinity choline transporter; B-score at 10 µM; Q9GZV3; AID 488977; actives 0.49% (n = 310,000); CHT-expressing cells, membrane potential dye, choline EC20; stronger effect = higher value; LV-AA mutant CHT in HEK293 cells;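 active = initial fluorescence not abnormally high and integrated response B-score, plate-corrected, over 3 SD above library mean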
Target sequence (Q9GZV3 whole entry, looked up): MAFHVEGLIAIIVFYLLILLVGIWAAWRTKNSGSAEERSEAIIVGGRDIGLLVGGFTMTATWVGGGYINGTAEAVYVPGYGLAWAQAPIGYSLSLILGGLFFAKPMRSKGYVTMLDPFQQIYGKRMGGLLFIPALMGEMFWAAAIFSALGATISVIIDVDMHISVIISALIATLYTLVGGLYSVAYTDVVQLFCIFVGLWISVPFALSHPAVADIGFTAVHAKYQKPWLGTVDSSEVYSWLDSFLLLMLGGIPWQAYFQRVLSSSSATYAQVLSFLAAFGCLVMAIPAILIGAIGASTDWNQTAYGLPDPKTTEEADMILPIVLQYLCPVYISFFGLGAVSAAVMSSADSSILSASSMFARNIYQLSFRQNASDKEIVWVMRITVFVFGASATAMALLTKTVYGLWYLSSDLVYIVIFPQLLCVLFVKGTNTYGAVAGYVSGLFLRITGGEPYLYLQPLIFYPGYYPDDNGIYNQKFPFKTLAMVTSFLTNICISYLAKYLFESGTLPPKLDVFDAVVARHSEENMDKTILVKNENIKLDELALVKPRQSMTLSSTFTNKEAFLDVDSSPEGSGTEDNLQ
CHT inh = human CHT choline transport inhibition; B-score at 10 µM; CHT-expressing cells, membrane potential dye, choline response; stronger effect = lower value; Q9GZV3; AID 488975; actives 0.86% (n = 310,000);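 active = B-score over 3 SD under the library average, and starting fluorescence ratio not unusually high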;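 also: choline stimulus applied at its EC90 after an EC20 pre-addition; B-score computed on integrated fluorescence ratio after choline addition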
Numbers without * were called inactive; i = inactive.

Values in the order – CHT allo act, CHT inh
1: CC(Sc1nc(NCc2ccccc2)nc(N(C)C)n1)C(=O)Nc1ccccc1 (stereo not given)
→ i, i
2: N#CCCN(CC(=O)O)S(=O)(=O)c1ccccc1
→ i, i
3: CCOC(=O)C1=C(SCC(=O)Nc2ccccc2)NC(=O)C(C#N)C12CCCCC2 (stereo not given)
→ i, i
4: Cc1ccc(C2(C)NC(=O)N(CC(=O)NCCC3=CCCCC3)C2=O)cc1 (stereo not given)
→ i, i
5: COc1ccc(C)cc1NC(=O)NC(C)c1ccc2c(c1)OCO2 (stereo not given)
→ i, i
6: CCOC(=O)c1c(NC(=O)c2cccc([N+](=O)[O-])c2C(=O)O)sc2c1CCCC2
→ i, i
7: COc1ccc(C)cc1NCc1ccc([N+](=O)[O-])cc1
→ i, i
8: Cc1noc(C)c1S(=O)(=O)N(Cc1ccccc1)C(C)C
→ i, i
9: N#Cc1nc(-c2cccs2)oc1NCC1CCCO1 (stereo not given)
→ i, i
10: O=C(O)CCc1ccc(-c2cccs2)n1NC(=O)c1ccc(Cl)cc1Cl
→ i, i
11: COc1ccc(NC(=O)CSc2nnc3ccc(-c4cccnc4)nn23)cc1OC
→ i, i
12: Clc1cccc(CON/C=N/c2ncnc3sccc23)c1
→ i, i
13: CCN(C(C)=O)c1ccc(Oc2nc(OC)cc(OC)n2)cc1
→ i, i
14: CC(C)(C)c1ccc(C(=O)Nn2c(CCC(=O)O)ccc2-c2cccs2)cc1
→ i, i
15: O=C1CC(N2CCN(c3ccccc3O)CC2)C(=O)N1Cc1ccccc1 (stereo not given)
→ i, i
16: COc1ccc(NC(=O)c2cc(=O)[nH]c3ccccc23)cc1
→ i, i
17: Cc1ccc(C(=O)O)cc1-n1c(=O)n(Cc2ccccc2)c(=O)c2[nH]cnc21
→ i, i
18: Cc1cccc(OCC(=O)O/N=C(\N)c2ccccn2)c1
→ i, i
19: COc1ccc(-n2c(C)cc(C(=O)CSc3nn4c(=O)c(C(C)(C)C)nnc4s3)c2C)cc1
→ i, i
20: Cc1ccc(S(=O)(=O)Nc2cc(=O)[nH]c(SCc3ccc(Cl)cc3)n2)cc1
→ i, i
21: CC(C)c1cccc(OCCCCN(C)C)c1
→ i, i
22: O=C(O)C1C2C=CC3(CN(Cc4ccncc4)C(=O)C13)O2 (stereo not given)
→ i, i
23: O=C(Oc1cccnc1)c1cc(S(=O)(=O)N2CCCCC2)ccc1Cl
→ i, i
24: COc1ccc(-c2nc(NC(=O)CSc3nnc4ccccn34)ns2)cc1
→ i, i
25: C=C1CCN(C(C)C(=O)O)S(=O)(=O)c2ccccc21 (stereo not given)
→ i, i
26: O=C(NC1CCCCCC1)c1c(O)c2ccccc2[nH]c1=O
→ i, i
27: COc1ccc(-c2nn3c(-c4cccc(C)c4)nnc3s2)cc1OC
→ i, i
28: COc1ccc(CC(=O)N[C@@H](CCSC)c2nc3ccccc3[nH]2)cc1
→ i, i
29: CCn1cc(C(=O)OCC(=O)N(C)C2CCS(=O)(=O)C2)c(=O)c2ccc(C)nc21 (stereo not given)
→ 8.6*, i
30: CCc1ccc2[nH]c(=O)c(C(c3nnnn3CCOC)N3CCN(c4ccccc4F)CC3)cc2c1 (stereo not given)
→ i, i
31: CCCn1c(SCC(=O)Nc2ccccc2C(=O)OC)nc2c1c(=O)n(C)c(=O)n2C
→ i, i
32: Cc1cc(C)n(-c2nc3c(c(=O)[nH]c(=O)n3C)n2Cc2ccccc2)n1
→ i, i
33: NS(=O)(=O)c1ccc(CCNC(=O)C2COc3ccccc3O2)cc1 (stereo not given)
→ i, i
34: Cc1ccc(C)c(OCCC(=O)NNC(=O)c2ccncc2)c1
→ i, i
35: COc1ccc(C2CC3(CC(C)(C)NC(=S)N3)Oc3cc(O)cc(C)c32)cc1OC (stereo not given)
→ i, i
36: Cc1ccccc1C(=O)NNC(=S)NC(=O)COc1ccccc1
→ i, -8*
37: Cc1cccc(Oc2ccc(NC(=O)c3ccccc3C(=O)O)cc2)c1
→ i, i
38: CC(=O)Nc1ccc(S(=O)(=O)NC(CC(=O)O)c2ccc(C)cc2)cc1 (stereo not given)
→ i, i
39: CCOC(=O)C1=C(c2ccccc2)NC(=S)NC1C (stereo not given)
→ i, i
40: CNC(=O)COC(=O)c1cc(=O)[nH]c2ccccc12
→ i, i
41: COc1ccc(Nc2cc(C)nc(NCc3ccccc3)n2)cc1
→ i, i
42: CCOC(=O)c1ccc[n+](C(C)C(=O)c2ccc(-c3ccccc3)cc2)c1 (stereo not given)
→ i, i
43: Cc1ccc2cc(C3CC(c4ccco4)=NN3S(C)(=O)=O)c(Cl)nc2c1 (stereo not given)
→ i, i
44: Clc1ccccc1OCCCCN1CCNCC1
→ i, i
45: Cc1ccc(-c2ccccc2)n1-c1cccc(C(=O)O)c1
→ i, i
46: COc1ccc(Nc2ccc(N3C(=O)CC(C)C3=O)cc2[N+](=O)[O-])cc1OC (stereo not given)
→ i, i
47: CC1CN(CCOc2ccccc2[N+](=O)[O-])CC(C)O1 (stereo not given)
→ i, i
48: O=C(CC(c1ccccc1)c1ccccc1)NCCO
→ i, i
49: O=C1C(C2=NC(C(=O)O)C3C(=O)N(c4ccccc4)C(=O)C23)=C(O)c2ccccc21 (stereo not given)
→ i, i
50: COc1cccc(COC(=O)CCNC(=O)c2ccc(Br)cc2)c1OC
→ i, i
51: CN(Cc1ccccc1)C(=O)CCC1CCN(C(=O)c2ccccc2C(F)(F)F)CC1
→ i, i
52: O=C(OCc1nnc(-c2ccccc2)o1)c1ccc(-n2cnnn2)cc1
→ i, i
53: O=C(NCCCn1ccnc1)C1CC(c2ccccc2Cl)=NO1 (stereo not given)
→ i, i
54: CC1CCCC(C)N1C(=O)C1CC(c2ccc(F)cc2)=NO1 (stereo not given)
→ i, i
55: O=C(CN1CCCCCC1)NC(c1ccccc1)c1ccccc1
→ i, i
56: CC(=O)NC12CC3CC(C1)CC(C(=O)N1CCN(S(=O)(=O)c4cccc(C(F)(F)F)c4)CC1)(C3)C2
→ i, i
57: O=C(CS(=O)(=O)c1ccccc1)Nc1ccc(Cl)cn1
→ i, i
58: O=C(Nc1ccon1)c1cccc(S(=O)(=O)N2CCCC2)c1
→ i, i
59: Cc1ccc(N2CCN(CC(O)COc3ccc([N+](=O)[O-])cc3)CC2)cc1 (stereo not given)
→ i, i
60: CCn1c(/C=N/Nc2ccc(C(=O)O)cc2)nc2ccccc21
→ 6.3*, i

Continuation:
Values in the order – CHT allo act, CHT inh
61: O=C(NC1CCCCC1)N1CCSC1=Nc1ccccc1
→ i, i
62: CCOc1cc(CNCCN2CCOCC2)ccc1OCc1ccccc1Cl
→ i, i
63: O=c1c2c([nH]n1-c1ccccc1)CCCC2
→ i, i
64: O=C(Nc1ccccc1)c1ccc2nc(-c3ccco3)c(-c3ccco3)nc2c1
→ i, i
65: Cc1ccccc1CSCC(=O)NC(=O)NCc1ccco1
→ i, i
66: CCOC(=O)C1C(=O)Nc2nc(C)nn2C1c1ccccc1 (stereo not given)
→ i, i
67: O=C(Nc1ccc2c(c1)OCCO2)c1cccnc1Oc1ccc(Cl)cc1
→ i, i
68: CC(=O)Nc1ccc(NC(=O)Cc2ccc(-c3ccccc3)cc2)cc1
→ i, i
69: c1nc2ccc(Cc3ccc4nc[nH]c4c3)cc2[nH]1
→ i, i
70: Cc1ccc(C)c(NC(=O)CCN2C(=O)c3ccccc3C2=O)c1
→ i, i
71: CCc1nc(NCC2CCCN2CC)c2nnn(Cc3ccccc3F)c2n1 (stereo not given)
→ i, i
72: Nc1ccc(C(=O)c2ccccc2C(=O)O)cc1Cl
→ i, i
73: NC(CO)c1cn([C@@H](CCC(=O)O)C(=O)N2CCNCC2)nn1 (stereo not given in full)
→ i, i
74: COc1cc(C(c2sc3nc(C)nn3c2O)N2CCC3(CC2)OCCO3)cc(OC)c1OC (stereo not given)
→ i, i
75: c1ccc(CCn2nnnc2CN2CCN(C3CCCC3)CC2)cc1
→ i, i
76: CCn1cc(C(=O)O)c(=O)c2cc(F)c(N3CCN(C(=S)NC(=O)c4ccc(Br)cc4)CC3)cc21
→ i, i
77: Cc1cc(C)nc(/N=C(\N)Nc2ccc(F)c([N+](=O)[O-])c2)n1
→ i, i
78: CCSC(C)CC1CC(=O)CC(=O)C1 (stereo not given)
→ i, i
79: Cc1ccc(S(=O)(=O)N/N=c2\sc3ccccc3n2C)cc1
→ i, i
80: Cc1ccc(C(=O)NCC2CCCO2)cc1N1CCCC1=O (stereo not given)
→ i, i
81: O=C(CCCN1C(=O)/C(=C\c2ccccc2)SC1=S)Nc1ccccc1O
→ i, i
82: Cc1cccc(OS(=O)(=O)NC(=O)OCC2CCCN3CCCCC23)c1 (stereo not given)
→ i, i
83: O=C(O)/C=C/c1cn(-c2ccccc2)nc1-c1ccccc1
→ i, i
84: Cc1ccc2c(c1)-c1cc(C)nn1C(c1sccc1C)N2 (stereo not given)
→ i, i
85: O=C(CN1C(=O)NC2(CCCC2)C1=O)N1CCN(c2ccccc2Cl)CC1
→ i, i
86: NC(=O)CSc1nnc2ccc(-c3ccc(Cl)cc3)nn12
→ i, i
87: COCCN(CC(=O)Nc1ccccc1C)S(=O)(=O)c1ccc(S(=O)(=O)N2CCCC2)cc1
→ i, i
88: CC(C)CC1C2C(=O)N(c3ccccc3)C(=O)C2ON1c1ccccc1 (stereo not given)
→ i, i
89: COc1ccccc1N1CCN(Cc2ccc(OC)c(OC)c2OC)CC1
→ i, i
90: S=c1nc2ccccc2c2nc(-c3ccccc3Cl)[nH]n12
→ i, i
91: Cc1nn(-c2ccccc2)c(Cl)c1/C=C1\SC(=S)N(CCCCCC(=O)O)C1=O
→ i, i
92: COc1ccc(OC)c(C2/C(=C(\O)c3ccc4c(c3)OCCO4)C(=O)C(=O)N2CC2CCCO2)c1 (stereo not given)
→ i, i
93: Nc1ccc(C(=O)Nc2nccs2)cc1
→ i, i
94: Cc1noc(C)c1C(=O)N(CC(=O)NC1CCCC1)Cc1ccccc1F
→ i, i
95: N/C(=N\OC(=O)Cc1ccc(Cl)cc1)c1cccnc1
→ i, i
96: O=C(c1ccccc1)c1ccc(Oc2ccc(C(=O)O)c(C(=O)O)c2)cc1
→ i, i
97: CC1(OC(=O)C2CCCC2)C(=O)C=C2C=C3CCCCN3C=C2C1=O (stereo not given)
→ i, i
98: COc1ccccc1NC(=O)COc1ccc(/C=N/NC(=O)CSCc2cc(C)cc(C)c2)cc1
→ i, i
99: Cc1ccc(CCN2CC(C(=O)NCCCN3CCN(C)CC3)CC2=O)cc1 (stereo not given)
→ i, i
100: CCCCCC(=O)NC(NC(=S)NC1CCS(=O)(=O)C1)C(Cl)(Cl)Cl (stereo not given)
→ i, i
101: CCOc1ccc(C(=O)NCC(=O)OCc2csc(-c3ccccc3)n2)cc1
→ i, i
102: CC(O)(CS(=O)(=O)Cc1ccccc1)c1ccccc1Cl (stereo not given)
→ i, i
103: COc1ccc(C(CC(=O)N2CCCC2)c2c(O)cc(OC)cc2OC)cc1 (stereo not given)
→ i, i
104: O=C(O)CSCC(=O)NCc1ccc(Cl)cc1
→ i, i
105: COc1cccc(OC)c1Nc1nc(C)nc2c1nnn2Cc1ccccc1Cl
→ i, i
106: O=C(/C=C/c1ccco1)NC(=S)Nc1ccccc1N1CCCC1
→ i, i
107: Cc1c(N2C(=O)C(=O)/C(=C(/O)c3ccc(Br)cc3)C2c2cccnc2)c(=O)n(-c2ccccc2)n1C (stereo not given)
→ i, i
108: COc1ccc(S(=O)(=O)Cc2ccc(C(=O)NC3CCCCCC3)o2)cc1
→ i, i
109: COC(=O)c1ccc(OC(=O)c2nn(C)cc2Cl)c(OC)c1
→ i, i
110: O=C(NC(=S)NCCc1ccccc1)c1cccc(Cl)c1
→ i, i
111: CN(C)CCNC(=O)c1ccc(Sc2ccc(Br)cc2)c([N+](=O)[O-])c1
→ i, i
112: O=C(c1ccc(CS(=O)(=O)c2ccccc2)o1)N1CCN(c2ncccn2)CC1
→ i, i
113: Cc1cc(CNC(=O)COc2ccc(F)cc2F)c2ccccc2n1
→ i, i
114: CC(=O)Nc1ccc(C(=O)NCC(=O)OCc2c(F)cccc2Cl)cc1
→ i, i
115: O=S(=O)(NCc1ccccc1F)c1cccc(S(=O)(=O)N2CCOCC2)c1
→ i, i
116: O=C(Nc1ccccc1N1CCOCC1)c1ccccc1NS(=O)(=O)c1ccc(F)cc1
→ i, i
117: COc1ccc(C(=O)Nc2nnc(-c3cccs3)s2)cc1
→ i, i
118: CS(=O)(=O)c1ccc(-n2nnc3ccccc32)c([N+](=O)[O-])c1
→ i, i
119: O=C(CSc1nc(-c2ccc(F)cc2)cs1)N1CCOCC1
→ i, i
120: O=C(NC(Cc1ccccc1)C(=O)O)/C(=C\c1ccc(Cl)cc1)NC(=O)c1ccccc1 (stereo not given)
→ i, i
121: Cc1ccccc1OCC(=O)N/N=C1\CCOc2c(C)cccc21
→ i, i

Assay outcomes deposited in PubChem BioAssay by Johns Hopkins Ion Channel Center.

Compounds were not picked by outcome, and some 1.4% of all compounds hit somewhere here.
